# S1P3 antagonist: S1P3 (human) receptor antagonism. Q99500. actives 0.27% (n = 170,000). CHO S1P3 NFAT-BLA reporter, FRET fluorescence, antagonist mode. inhibition, % at 4.98 µM. AID 485;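 active = inhibition above the plate cutoff, the mean inhibition of test wells on that plate plus 3 SD, cut at about 28% in these data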;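 also: cells challenged with S1P at its EC80 of 0.8 µM; blue over green emission ratio from cleaved BLA substrate after 4 h stimulation; 0% = S1P-stimulated wells and 100% = unstimulated DMSO-only wells; some compounds past the cut are filed as inactive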
# Target sequence (Q99500 whole entry, looked up): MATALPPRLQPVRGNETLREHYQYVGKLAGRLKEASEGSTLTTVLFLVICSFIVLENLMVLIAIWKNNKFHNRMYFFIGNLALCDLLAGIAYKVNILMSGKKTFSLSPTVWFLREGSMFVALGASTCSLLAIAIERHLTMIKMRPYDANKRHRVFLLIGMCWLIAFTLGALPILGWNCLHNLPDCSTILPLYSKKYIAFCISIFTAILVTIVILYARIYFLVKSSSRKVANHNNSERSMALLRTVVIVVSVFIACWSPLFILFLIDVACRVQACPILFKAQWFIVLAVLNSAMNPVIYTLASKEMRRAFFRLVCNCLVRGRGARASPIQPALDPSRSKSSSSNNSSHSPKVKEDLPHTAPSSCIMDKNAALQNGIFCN
# ROMK primary: modulators of human ROMK potassium channel. P48048. Tet-inducible ROMK, thallium flux fluorescence; actives lie on both sides. B-score at 10 µM. actives 2% (n = 130,000);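 active = signal ratio slope over the read window, or its plate-corrected B-score, at least 3 SD from the plate mean, either direction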;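 also: B-score of the F/F0 ratio slope over 7 to 12 s after thallium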
# Redox H2O2 prof: compounds producing H2O2 with reducing agent – biochemical, NIH compound library profiling, artefact control for MLSCN library redox annotation, primary screen | DTT-dependent redox cycling H2O2, phenol red/HRP absorbance; 100% = 100 µM peroxide control, 0% = buffer | actives 0.03% (n = 200,000) | activation, % at 10 µM;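 active = activation of at least 50% relative to the plate's high and low controls in the primary single-dose screen; inactive = activation below 50%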;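 also: compound incubated with DTT at 0.8 mM final as the reducing agent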
# PPARg SRC1 recr: PPARgamma-driven SRC-1 recruitment agonism; AID 631; P37231; actives 0.41% (n = 200,000); activation, % at 8 µM; PPARgamma-SRC-1 coactivator recruitment biochemical assay; in the data active = activation above about 19%;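 also: 0% = DMSO and 100% = reference agonist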
# Target sequence (P37231 whole entry, looked up): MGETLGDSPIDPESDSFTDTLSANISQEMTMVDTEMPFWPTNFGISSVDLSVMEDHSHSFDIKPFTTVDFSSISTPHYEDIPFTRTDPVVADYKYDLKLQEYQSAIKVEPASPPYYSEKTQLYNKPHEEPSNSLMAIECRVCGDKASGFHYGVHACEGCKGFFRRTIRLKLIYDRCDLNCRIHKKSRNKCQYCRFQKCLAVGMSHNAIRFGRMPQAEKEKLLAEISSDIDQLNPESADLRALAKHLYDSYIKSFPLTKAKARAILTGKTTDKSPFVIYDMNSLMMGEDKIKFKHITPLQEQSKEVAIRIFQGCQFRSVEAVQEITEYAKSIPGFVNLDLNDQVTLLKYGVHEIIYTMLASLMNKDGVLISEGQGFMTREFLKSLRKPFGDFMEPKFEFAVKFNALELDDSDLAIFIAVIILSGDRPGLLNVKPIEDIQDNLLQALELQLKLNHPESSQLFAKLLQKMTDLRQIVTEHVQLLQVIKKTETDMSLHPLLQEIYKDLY
# Efa HMGR inh: inhibitors of class II HMG-CoA reductase from Enterococcus faecalis; purified E. faecalis HMGR, NADPH absorbance 340 nm kinetic; actives 0.41% (n = 190,000); inhibition, % at 10 µM;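 active = inhibition above a set limit, the median over all tested compounds plus 3 SD, cut at about 9.5% in these data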;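 also: enzyme runs in reverse so mevalonate oxidation gives rising NADPH absorbance; 0% = complete reaction with DMSO and 100% = background rate lacking mevalonate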
# RAM network inh: inhibitors of the yeast RAM network | inhibition, % at 50 µM | AID 868 | actives 1.8% (n = 190,000) | S. cerevisiae dse1pr::URA3 reporter, 5-FOA growth OD615, 2 d; analog-sensitive cbk1-as2 kinase mutant strain;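 active = inhibition above a set limit, 3 SD over mean compound inhibition, cut at about 8.4% in these data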;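 also: 0% = DMSO-only wells with no growth and 100% = 10 µM 1-NA-PP1 full growth; inhibition rescues growth on 5-FOA so higher OD means more RAM inhibition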
# Lmaj promast: Leishmania major promastigote growth inhibition; Leishmania major promastigotes, resazurin fluorescence viability; actives 9% (n = 200,000); AID 1063; inhibition, % at 10 µM; in the data active = inhibition above about 50%;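 also: promastigotes grown with compound for 44 hours at 28 °C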
# PPARg SRC-2 ag: promotes SRC-2 coactivator recruitment by human PPARgamma; P37231; PPARgamma LBD-SRC-2 recruitment, biochemical; activation, % at 8 µM; actives 0.34% (n = 200,000); in the data active = activation above about 22%;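 also: 0% = vehicle and 100% = reference agonist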
# TR-FRET SRC-2 ct: flags TR-FRET format artefacts in PPARgamma SRC-2 recruitment agonist screen; actives 0.4% (n = 200,000); TR-FRET ratio at 8 µM; TR-FRET artefact counter-screen; hits give high values; in the data active = TR-FRET ratio above about 2000; also: inactives centre near 1500; reference of the scale not given here
# PPARg SRC-3 ag: PPARgamma-driven SRC-3 recruitment agonism. biochemical PPARgamma/SRC-3 coactivator recruitment assay. activation, % at 8 µM. actives 0.26% (n = 200,000). AID 731; in the data active = activation above about 23%;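 also: 0% = DMSO and 100% = reference agonist; some compounds past the cut are filed as inactive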
# bIAP inhibitor: intestinal alkaline phosphatase (bovine) inhibition. purified bovine IAP, CDP-star luminescence, 30 min. inhibition, % at 20 µM. 190,000 tested, under 10 active. AID 1019;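 active = over 50% inhibition of intestinal alkaline phosphatase at 20 µM in the single-dose screen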
#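 System: Purified bovine intestinal alkaline phosphatase (IAP) enzyme | Input: IAP diluted 1/65,000,000 in the well | Also added: CDP-star chemiluminescent phosphatase substrate, 30 µM final | Dosing: 20 µM single dose | Times: Enzyme reaction for 30 min at room temperature | Detection: Luminescence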
# * = called active by the depositor; . = no result given. An unsorted share of the library; about 13% have a hit in one of these screens.
(1) CCN(CC(=O)Nc1sc2c(c1C#N)CCC(C)C2)CC(=O)NC1CCS(=O)(=O)C1 (centres undefined)
(2) COC(=O)c1n[nH]c2ccccc12
(3) Nc1nc(N)nc(COc2ccccc2)n1
(4) CCOc1ccc(S(=O)(=O)Nc2nc3ccc(OC)cc3s2)cc1
(5) CSc1nc(NCc2ccco2)c2c3c(sc2n1)CN(C)CC3
(6) CC(=O)N1c2c(cc(Br)cc2S(=O)(=O)Nc2c(C)n(C)n(-c3ccccc3)c2=O)CC1C (centres undefined)
(7) Cc1cc(OCC(=O)N(C)C2CCCCC2)ccc1Cl
(8) COc1cc(OC)cc(C(=O)N[C@H](C(=O)OCn2nnc3ccccc3c2=O)C(C)C)c1
Assay by compound,1,2,3,4,5,6,7,8
S1P3 antagonist,2,.,-7,.,.,-9,8,-4
ROMK primary,-0.25,-0.033,0.63,0.12,0.011,-1.1,.,0.78
Redox H2O2 prof,0.1,-1.3,-1.1,0.7,-3.9,-1.0,-0.8,0.6
PPARg SRC1 recr,2,1,-7,6,-5,11,2,6
Efa HMGR inh,-2,1,-1,-3,-3,-7,0,-19
RAM network inh,2.8,0.4,2.1,12*,0.5,2.1,-1.4,-0.1
Lmaj promast,0,0,1,0,12,-3,3,4
PPARg SRC-2 ag,4,9,2,3,3,10,1,-1
TR-FRET SRC-2 ct,1809,1614,1533,1359,1549,1522,1391,1443
PPARg SRC-3 ag,0,2,-1,-8,7,10,0,4
bIAP inhibitor,-11,14,-13,10,-4,-2,-7,-6

(9) O=C(CCn1nnc2ccccc2c1=O)NCC1CCC(C(=O)O)CC1 (centres undefined)
(10) COc1cc(OC)nc(NC(=O)CSc2nc3ccccc3o2)n1
(11) O=C1CC(N2CCSCC2)C(=O)N1c1cccc(Cl)c1 (centres undefined)
(12) C/C(=N\NC(=O)c1ccc(NS(=O)(=O)c2cccs2)cc1)c1cccs1
(13) Cc1cc(Nc2ccccc2Cl)n2nnnc2n1
(14) CC12CS(=O)(=O)CC1SC(=S)N2Cc1ccccc1 (centres undefined)
(15) Cc1nc(C/C(=N\Nc2ccccc2)c2ccc(O)cc2O)cs1
(16) COc1ccc(/C(O)=C2/C(=O)C(=O)N(c3ncccn3)C2c2ccc(OC)c(OC)c2)cc1 (centres undefined)
Assay by compound,9,10,11,12,13,14,15,16
S1P3 antagonist,11,4,-8,-10,.,-17,-1,.
ROMK primary,0.79,.,-0.097,-0.32,-0.31,0.11,0.89,0.034
Redox H2O2 prof,-1.3,-0.4,-0.2,-2.6,3.8,-0.3,-3.1,-2.4
PPARg SRC1 recr,8,7,4,11,3,3,5,9
Efa HMGR inh,-1,-2,2,3,-4,-8,1,2
RAM network inh,1.1,5.2,4.3,2.7,0.3,1.0,-1.5,6.9
Lmaj promast,-2,-5,-4,-12,87*,-2,12,-4
PPARg SRC-2 ag,1,-7,2,1,6,1,-1,4
TR-FRET SRC-2 ct,1451,1580,1744,1597,1678,1498,1639,1611
PPARg SRC-3 ag,7,9,-2,-2,-5,3,-1,4
bIAP inhibitor,2,8,5,8,8,13,-12,16

(17) O=C(CSc1nnc2n(C3CCCC3)c(=O)c3ccccc3n12)N1CCCCCC1
(18) O=C(/C=C/c1ccccc1)NC(N1CCOCC1)C(Cl)(Cl)Cl (centres undefined)
(19) C(=N\Nc1nn2cnnc2c2ccccc12)/c1ccco1
(20) O=C1OC(c2ccc(Cl)cc2)/C(=C(/O)c2ccccc2)C1=O (centres undefined)
(21) CCN(CC)S(=O)(=O)c1ccc(N2CCOCC2)c(NC(=O)c2cc(=O)[nH]c3ccccc23)c1
(22) CC(C)(C)n1cnc2cc(NS(=O)(=O)c3ccc(Br)cc3)ccc21
(23) O=S1(=O)CCC(S(=O)(=O)N2CCCCCC2)C1 (centres undefined)
(24) CCCC(c1nnnn1CCc1ccccc1)N1CCN(C2CCCC2)CC1 (centres undefined)
Assay by compound,17,18,19,20,21,22,23,24
S1P3 antagonist,-8,13,-16,.,-20,.,.,-5
ROMK primary,-1.1,0.47,-1.2,.,-0.62,-1,.,.
Redox H2O2 prof,0.3,-1.4,-0.9,2.4,-1.9,0.1,1.2,0.1
PPARg SRC1 recr,6,16,8,-1,-1,-4,2,2
Efa HMGR inh,-1,2,-1,4,-6,-5,-2,3
RAM network inh,0.5,0.9,0.8,0.8,1.2,0.6,0.8,2.7
Lmaj promast,-13,9,17,-8,-1,12,1,-3
PPARg SRC-2 ag,-8,2,-3,8,-1,-7,8,-2
TR-FRET SRC-2 ct,1539,1785,1608,1595,1368,1756,1506,1467
PPARg SRC-3 ag,-11,4,5,4,-1,8,-2,5
bIAP inhibitor,-6,5,1,5,2,-30,0,-7

(25) Cc1ccc(-c2csc(N3N=C(c4ccccc4)/C(=C\c4ccc(N(C)C)cc4)C3=O)n2)cc1
(26) CCn1cc([N+](=O)[O-])c(C(=O)Nc2nc3ccc(OC)cc3s2)n1
(27) O=C(N/N=C/CCc1ccccc1)c1ccc(CN2c3cccc4cccc(c34)S2(=O)=O)cc1
(28) CCc1c(C)[nH]c2ccc(OC)cc2c1=S
(29) Cc1ccc(CNCc2ccccc2Cl)cc1
(30) CCOc1ccc(C2CC(c3ccc(F)cc3)Nc3nc(N)nn32)cc1 (centres undefined)
(31) CCOC(=O)C1=NOC(CN(c2ccccc2)S(=O)(=O)c2ccc(Cl)cc2)C1 (centres undefined)
(32) CCCCCCNc1nc(-c2ccc(OC)cc2)c(CCC(=O)O)s1
Assay by compound,25,26,27,28,29,30,31,32
S1P3 antagonist,.,3,1,-4,.,-20,5,-14
ROMK primary,.,-0.44,.,0.4,-0.42,.,.,.
Redox H2O2 prof,-0.5,-0.6,0.3,0.1,-0.2,-1.9,-0.4,0.3
PPARg SRC1 recr,-8,14,-5,0,-2,11,4,-1
Efa HMGR inh,0,-2,-3,-6,-3,2,-2,-5
RAM network inh,4.5,1.0,3.9,0.0,0.0,0.8,3.3,1.5
Lmaj promast,7,36,-5,3,-7,-6,-1,-1
PPARg SRC-2 ag,1,1,-2,12,0,7,2,-6
TR-FRET SRC-2 ct,1671,1582,1559,1880,1549,1715,1698,1597
PPARg SRC-3 ag,6,-1,0,12,-1,6,3,2
bIAP inhibitor,34,8,.,8,6,-4,-6,32

(33) Cc1ccc2c(c1)CCCN2C(=O)C1CCCO1 (centres undefined)
(34) CCn1c(=O)cc(OCC(=O)Nc2cc(C)ccn2)c2ccccc21
(35) O=C(Nc1cccc(C(=O)N2CCOCC2)c1)c1cccnc1
(36) Clc1ccc(OCc2cn3cccnc3n2)c2ncccc12
(37) C=CCN1C(=O)/C(=C2/Sc3ccccc3N2CCCS(=O)(=O)O)SC1=S
(38) Cc1ccc(NC(=O)NCc2ccc3c(c2)OCO3)cc1C
(39) COc1cc(NC(=O)c2c(F)cccc2F)nc(OC)n1
(40) CC(=O)N1CCN(C(=S)NC(=O)c2ccc(S(=O)(=O)N3CCOCC3)cc2)CC1
Assay by compound,33,34,35,36,37,38,39,40
S1P3 antagonist,5,12,-24,-2,-19,-15,-23,-10
ROMK primary,0.11,.,0.64,0.039,.,0,.,0.44
Redox H2O2 prof,2.3,1.5,-1.0,0.3,-0.4,4.1,2.4,-0.3
PPARg SRC1 recr,1,-1,5,10,7,9,3,-7
Efa HMGR inh,-1,1,-4,-1,8,-8,-3,0
RAM network inh,-0.3,1.3,-0.3,-0.3,4.3,0.1,-0.5,0.7
Lmaj promast,-7,-4,-5,-5,9,0,-1,-2
PPARg SRC-2 ag,12,-2,13,-2,9,5,-4,4
TR-FRET SRC-2 ct,1736,1471,1699,1586,1536,1621,1438,1327
PPARg SRC-3 ag,-9,10,5,11,0,-1,-1,1
bIAP inhibitor,6,10,4,-2,20,-27,9,6

# Complete entries from above.
# O=C1OC(c2ccc(Cl)cc2)/C(=C(/O)c2ccccc2)C1=O (centres undefined) in the list: S1P3 antagonist = .; ROMK primary = .; Redox H2O2 prof = 2.4; PPARg SRC1 recr = -1; Efa HMGR inh = 4; RAM network inh = 0.8; Lmaj promast = -8; PPARg SRC-2 ag = 8; TR-FRET SRC-2 ct = 1595; PPARg SRC-3 ag = 4; bIAP inhibitor = 5
# COc1cc(NC(=O)c2c(F)cccc2F)nc(OC)n1 in the list: S1P3 antagonist = -23; ROMK primary = .; Redox H2O2 prof = 2.4; PPARg SRC1 recr = 3; Efa HMGR inh = -3; RAM network inh = -0.5; Lmaj promast = -1; PPARg SRC-2 ag = -4; TR-FRET SRC-2 ct = 1438; PPARg SRC-3 ag = -1; bIAP inhibitor = 9

# Going on with the list:
(41) COc1cc2nc(CN3CCN(S(=O)(=O)c4ccc(Cl)cc4)CC3)[nH]c(=O)c2cc1OC
(42) CN1C(=O)NC(c2ccc(O)cc2)C(C(=O)c2cccs2)C1(O)C(F)(F)F (centres undefined)
(43) Cc1ncc(C[n+]2csc(CCOC(=O)C34CC5CC(CC(C5)C3)C4)c2C)c(N)n1
(44) Cc1nc2ccccc2cc1C(=O)Nc1ccccc1Cl
(45) CC1CCC(NS(=O)(=O)c2ccc3c(c2)n(C)c(=O)c(=O)n3C)CC1 (centres undefined)
(46) CCN1CCN(C(=O)c2cnn3c(C(F)F)cc(-c4ccc(C)cc4)nc23)CC1
(47) Cc1cc(C)c2[nH]c(=O)c(CN(Cc3cccnc3)C(=S)NCCCN(C)C)cc2c1
(48) CCOC(=O)C1CCN(Cc2cccc(OC)c2)CC1
(49) COc1cccc(CN2C(=O)C3(C(C#N)=C(N)OC4=C3C(=O)CCC4)c3ccccc32)c1 (centres undefined)
(50) CCc1ccc(/C=C2\Oc3cc(OC(=O)N4CCOCC4)ccc3C2=O)cc1
(51) CC(Sc1nnc(COc2ccc([N+](=O)[O-])cc2)n1C)C(=O)O (centres undefined)
Assay by compound,41,42,43,44,45,46,47,48,49,50,51
S1P3 antagonist,-10,1,-20,6,-11,.,4,.,-3,6,1
ROMK primary,1.3,.,-0.2,0.32,.,.,-1.2,.,1.7,0.11,-0.51
Redox H2O2 prof,-0.1,-0.5,11,-0.1,-0.8,-0.3,-0.2,-9.7,0.7,0.4,-0.6
PPARg SRC1 recr,4,8,1,1,-4,6,6,3,-1,-2,-4
Efa HMGR inh,0,1,-13,-2,3,0,-4,1,0,1,-3
RAM network inh,0.8,0.7,2.2,1.8,0.0,-0.5,0.0,-0.3,2.1,4.8,1.2
Lmaj promast,2,-2,-5,10,4,98*,1,90*,45,93*,-3
PPARg SRC-2 ag,12,0,-3,4,5,6,3,8,7,9,-8
TR-FRET SRC-2 ct,1562,1650,1694,1573,1553,1443,1588,1424,1652,1465,1521
PPARg SRC-3 ag,0,10,-2,-2,4,-3,2,7,-6,-1,2
bIAP inhibitor,-16,9,14,-4,2,-4,-9,-3,1,.,-1
